Screens (PubChem BioAssay)
TEAD-YAP inh: TEAD-YAP interaction inhibition | HEK-TIYL cells, TEAD-Gal4/YAP UAS-luciferase luminescence | inhibition, % at 9.12 µM | 1.4% of 640,000 active | AID 1259422; in the data active means inhibition above about 32%;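 further: 0% = median of test compound wells and 100% = reference inhibitor wells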
GPR151 ag: activators of human GPR151; Q8TDV0; PathHunter beta-arrestin GPR151 cells, luminescence; activation, % at 11.2 µM; 1% of 650,000 active; in the data active means activation above about 4.9%;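 further: 0% = median of compound wells and 100% = cells with positive control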
FBW7 activator: human FBW7 E3 ligase activation, primary screen | Q969H0 | AlphaScreen FBW7–phospho-cyclin E peptide binding, activator screen | normalized activity (activation), % at 26.1 µM | 0.13% of 650,000 active | AID 1259310; in the data active means normalized activity above about 1.9%;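 further: purified mutant Fbw7 with reduced substrate affinity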
Target sequence (Q969H0 whole entry, looked up): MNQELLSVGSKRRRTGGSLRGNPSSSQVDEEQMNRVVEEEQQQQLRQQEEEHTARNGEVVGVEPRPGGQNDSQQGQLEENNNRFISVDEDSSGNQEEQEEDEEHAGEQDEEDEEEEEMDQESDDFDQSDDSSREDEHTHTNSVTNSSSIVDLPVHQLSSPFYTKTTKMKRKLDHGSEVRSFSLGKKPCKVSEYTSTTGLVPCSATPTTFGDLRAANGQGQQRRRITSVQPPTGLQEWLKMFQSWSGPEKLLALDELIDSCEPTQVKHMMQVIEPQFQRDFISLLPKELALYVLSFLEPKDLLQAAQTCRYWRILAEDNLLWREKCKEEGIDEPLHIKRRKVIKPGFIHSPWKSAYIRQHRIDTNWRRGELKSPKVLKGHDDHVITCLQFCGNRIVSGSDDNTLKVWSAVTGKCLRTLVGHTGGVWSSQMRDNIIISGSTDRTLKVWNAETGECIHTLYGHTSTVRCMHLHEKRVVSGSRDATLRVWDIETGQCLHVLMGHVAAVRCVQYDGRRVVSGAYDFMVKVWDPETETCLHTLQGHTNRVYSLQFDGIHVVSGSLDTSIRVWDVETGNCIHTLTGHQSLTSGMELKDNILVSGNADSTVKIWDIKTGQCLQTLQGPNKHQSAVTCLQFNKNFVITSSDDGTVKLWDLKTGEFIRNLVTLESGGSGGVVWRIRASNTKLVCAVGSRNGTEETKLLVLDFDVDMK
MITF inh: inhibitors of human MITF. O75030. AlphaScreen MITF homodimerization, bead proximity signal. inhibition, % at 2.6 µM. 0.91% of 650,000 active. AID 1259374; in the data active means inhibition above about 50%;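 further: 0% = vehicle wells with protein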
* marks the source's active call; other numbers are inactive results.

Preview (13 entries):
structure,GPR151 ag,FBW7 activator,MITF inh,TEAD-YAP inh
CC(C)n1c(=O)n(C(C)C)c2cc([N+](=O)[O-])c([N+](=O)[O-])cc21,-0.2,-0.3,22,-6
N=C1/C(=C\c2ccc(OC(=O)c3ccco3)cc2)C(=O)N=C2SC=NN12,-0.9,0.3,11,0
COC(=O)[C@H](Cc1ccccc1)NC(=O)/C(=C1\OC(=O)C(c2ccccc2)=C1O)c1ccccc1,-1.3,0.0,6,-6
C=CCN(C(=O)c1ccc(N2CC3CC(C2)c2cccc(=O)n2C3)c(NC(=O)c2cc(OC)c(OC)c(OC)c2)c1)c1ccccc1 (centres undefined),-0.8,0.3,17,-18
COc1ccccc1N1CCN(C(=O)c2cc(-c3ccc(F)cc3)no2)CC1,-0.2,0.0,-6,5
CCc1nc2ccccc2n1CC(=O)N1CCc2c(nc(N3CCOCC3)[nH]c2=O)C1,0.9,0.1,5,6
CC(=O)N1CCC(C(=O)NC(c2ccc(F)cc2)c2ccccn2)CC1 (centres undefined),0.3,0.7,12,6
O=C(c1ccc2c(=O)n(CCC3=CCCCC3)c(=S)[nH]c2c1)N1CCN(c2cccc(Cl)c2)CC1,0.2,-0.1,-17,0
Cc1ccc([N+](=O)[O-])c(OCCCN2CCN(Cc3ccccc3)CC2)c1,0.7,-0.3,44,-6
C/C=C/COC(=O)C1=C(C)NC(=O)NC1c1cccc(OC)c1 (centres undefined),3.0,0.0,-4,-3
O=C(O)CCN(Cc1ccccc1)S(=O)(=O)c1ccc(Cl)cc1F,1.4,-0.1,-6,6
COc1ccc(Br)cc1/C=N/NC(=O)c1cccc(F)c1,-0.1,0.2,7,-39
CCOC(=O)c1c(NC(=O)/C=C/c2ccc(Cl)cc2Cl)sc2c1CCCC2,0.0,0.4,19,3

All compounds of this part, previewed entries included:
structure,GPR151 ag,FBW7 activator,MITF inh,TEAD-YAP inh
CC(C)n1c(=O)n(C(C)C)c2cc([N+](=O)[O-])c([N+](=O)[O-])cc21,-0.2,-0.3,22,-6
N=C1/C(=C\c2ccc(OC(=O)c3ccco3)cc2)C(=O)N=C2SC=NN12,-0.9,0.3,11,0
COC(=O)[C@H](Cc1ccccc1)NC(=O)/C(=C1\OC(=O)C(c2ccccc2)=C1O)c1ccccc1,-1.3,0.0,6,-6
C=CCN(C(=O)c1ccc(N2CC3CC(C2)c2cccc(=O)n2C3)c(NC(=O)c2cc(OC)c(OC)c(OC)c2)c1)c1ccccc1 (centres undefined),-0.8,0.3,17,-18
COc1ccccc1N1CCN(C(=O)c2cc(-c3ccc(F)cc3)no2)CC1,-0.2,0.0,-6,5
CCc1nc2ccccc2n1CC(=O)N1CCc2c(nc(N3CCOCC3)[nH]c2=O)C1,0.9,0.1,5,6
CC(=O)N1CCC(C(=O)NC(c2ccc(F)cc2)c2ccccn2)CC1 (centres undefined),0.3,0.7,12,6
O=C(c1ccc2c(=O)n(CCC3=CCCCC3)c(=S)[nH]c2c1)N1CCN(c2cccc(Cl)c2)CC1,0.2,-0.1,-17,0
Cc1ccc([N+](=O)[O-])c(OCCCN2CCN(Cc3ccccc3)CC2)c1,0.7,-0.3,44,-6
C/C=C/COC(=O)C1=C(C)NC(=O)NC1c1cccc(OC)c1 (centres undefined),3.0,0.0,-4,-3
O=C(O)CCN(Cc1ccccc1)S(=O)(=O)c1ccc(Cl)cc1F,1.4,-0.1,-6,6
COc1ccc(Br)cc1/C=N/NC(=O)c1cccc(F)c1,-0.1,0.2,7,-39
CCOC(=O)c1c(NC(=O)/C=C/c2ccc(Cl)cc2Cl)sc2c1CCCC2,0.0,0.4,19,3
Nc1cc(Cl)ccc1C(=O)OCC(=O)NCC1CCCCC1,0.0,-0.1,1,-15
CCC(CC)C(=O)Nc1nnc(SCC(=O)N2CCc3ccccc32)s1,1.0,0.0,5,12
COC(=O)c1ccc2c(=O)n(CCCC(=O)NCc3ccco3)c(=O)[nH]c2c1,1.1,-0.1,-5,5
COc1c(Cl)cc(C(=O)Nc2nc3ccccc3s2)cc1Cl,0.1,0.1,20,-59
CC(C(=O)Nc1cc([N+](=O)[O-])ccc1F)(C(F)(F)F)C(F)(F)F,0.2,0.2,-3,16
CC(C)c1ccc(NC(=O)C2C3C=CC4(O3)C2C(=O)N(CCN(C)Cc2ccccc2)C4C(=O)NC2CCCCC2)cc1 (centres undefined),0.0,-0.1,-3,6
O=C(N=C1N=C2C=CC=CN2Cc2ccccc21)c1ccc(N2CCOCC2)c([N+](=O)[O-])c1,-5.0,0.1,-5,-25
COc1ccc(C2C3=C(NCCN=C3c3ccccc3)C(=O)N2c2ccccc2)c(OC)c1 (centres undefined),0.6,-0.2,-11,2
CC(C)C(OC(=O)C1=Cc2ccccc2OC1)C(=O)NC(C)(C)C (centres undefined),-0.1,-0.3,6,6
CCOC(=O)C1CSC(CC(=O)Nc2ccc(C(=O)OC)cc2)C(=O)N1 (centres undefined),-1.0,0.2,9,6
COc1ccc(CCN2C(=O)CC(C(N)=O)SC2=Nc2ccc(F)cc2)cc1OC (centres undefined),0.8,0.0,5,1
NNC(=O)c1cc(C2CC2)nc2ccc(Br)cc12,2.0,0.0,5,-12
Cc1ccccc1-c1noc(-c2ccc([N+](=O)[O-])cc2)n1,0.1,-0.1,2,-17
CSCC(=O)N1CCC(C(Cc2ccccc2C)N(C)C(=O)Cn2cccn2)CC1 (centres undefined),-1.4,0.1,10,-10
Nc1ncc(-c2cccc(C(=O)O)c2)nc1N1CCN(CCO)CC1,0.4,0.0,11,0
CCC(=O)NC(Nc1sc2c(c1C#N)CCCC2)(C(F)(F)F)C(F)(F)F,3.0,-0.1,7,5
O=C(Nc1ccc2oc(=O)ccc2c1)c1cc(I)ccc1Cl,3.0,0.0,-2,21
COc1cc(C2NC(=O)NC(C)=C2C(=O)OC2CCCC2)cc(OC)c1O (centres undefined),-0.2,0.3,7,-22
O=C(Nc1ccc(F)cc1)N1CCCC(c2nnc(-c3ccc4c(c3)OCO4)o2)C1 (centres undefined),0.1,-0.1,9,-5
COc1ccc(NC(=S)Nc2ccc(OC)cc2)cc1,-0.6,-0.1,0,-18
CCN1CCN(CCCCOc2ccc3c(c2)CCC3)CC1,-0.5,0.1,42,6
CC(C)(C)c1ccc(COC(=O)c2nonc2N)cc1,-0.7,0.0,-6,9
CS(=O)(=O)N(Cc1ccccc1)c1ccc(C(=O)NN=C2CCCCCC2)cc1,-0.8,-0.1,-3,8
Cc1cc(C(=O)N2CCCCC2)c2cc(F)ccc2n1,-1.2,-0.3,15,-1
Cc1cc(-c2ccc(C)o2)c(C#N)c(SCC(N)=O)n1,-0.1,0.1,5,-2
Cc1ccc(CN2CCSc3ccc(C(=O)N4CCN(c5ncccn5)CC4)cc32)cc1,-1.0,-0.1,-5,-19
O=C(Nc1cc(Oc2ccc(F)cc2)cc([N+](=O)[O-])c1)c1nn2c(C(F)(F)F)cc(-c3cccs3)nc2c1Cl,-0.4,-0.1,-2,-8
C=C(C)Cn1c(SCC(=O)O)nnc1-c1cc(OC)c(OC)c(OC)c1,0.1,0.1,4,5
Cc1cccc(N(CC(=O)NCCC(C)C)C(=O)c2snc(C(N)=O)c2N)c1C,0.6,0.2,-3,1
O=C(O)COc1ccc(/C=N/n2cnnc2)cc1,0.2,0.1,11,-4
CCCN(C(C)=O)c1nnc(-c2cccc(C)c2)s1,-1.6,-0.1,-10,-51
O=C(CSCc1cc2cccc3c2n(c1=O)CCC3)NCc1ccncc1,2.5,0.0,-5,8
Cc1ccc(-n2c(=S)sc3c(=O)n(-c4ccccc4)c(SCC(=O)NC4CCCCC4)nc32)cc1C,3.7,0.0,3,-1
Cc1occc1C(=O)Nc1ccc(NC(=O)c2ccoc2C)cc1,-3.5,-0.3,9,-68
O=S1(=O)c2ccccc2-c2cc(Br)ccc21,-1.0,0.0,-7,-5
COc1ccc([N+](=O)[O-])cc1N(CC(=O)N1CCCCCC1)S(C)(=O)=O,2.3,-0.1,14,10
Cc1cc(NC(=O)c2cccc(F)c2)nc2c1c(=O)oc1ccccc12,-0.2,-0.1,-5,1

New compounds follow:
structure,GPR151 ag,FBW7 activator,MITF inh,TEAD-YAP inh
Nc1nc(NCCCN2CCCC2=O)cc(NCCOc2ccccc2)n1,-2.9,-0.1,8,3
NC(=O)CN1C(=O)C(O)(CC(=O)c2ccc(Br)cc2)c2ccccc21 (centres undefined),0.4,-0.2,-5,-12
Cc1cc(Cl)ccc1OC(C)C(=O)N1CCC(n2nccc2NC(=O)C2CC2)CC1 (centres undefined),-0.6,0.0,11,-5
O=C(NCc1csc(-c2cccs2)n1)c1ccsc1,0.4,0.0,-8,-32
COc1ccc(Cc2nnc(Nc3ccc(C)cc3)[nH]c2=O)cc1,-2.2,0.6,14,1
Cc1ccc(-c2nc3ccccc3nc2-c2ccc(C)cc2)cc1,1.2,0.0,6,8
Cc1ccccc1N1C(=O)c2ccccc2C(CC(=O)N(C)C)(CC(=O)N(C)C)C1=O,-0.3,0.6,16,5
O=C(CSc1nnc2c(n1)[nH]c1ccccc12)N1CCCc2ccccc21,-1.4,0.0,-14,11
O=C(Nc1ccc(Cl)cc1)c1cc2n(n1)C(C(F)(F)F)CC(c1ccc(Cl)c(Cl)c1)N2 (centres undefined),-1.0,0.0,-6,-5
CCOc1ccc(C(=O)NN)cc1OC,-1.4,0.2,0,4
CCOc1ccccc1NC(=O)C1=C(C)NC(=O)NC1c1c(OC)ccc2ccccc12 (centres undefined),1.4,0.4,11,3
CCOc1ccc(N2C(=O)CC(NC3CCCC(C)C3C)C2=O)cc1 (centres undefined),1.7,-0.2,-10,0
Cc1cnn(-c2cc(N/N=C/c3ccccc3)ncn2)c1,-0.8,0.2,13,-21
O=C(N/N=C/c1ccccn1)c1ccc(O)cc1O,-0.1,-0.9,26,-13
CCCCN(CCCC)S(=O)(=O)c1c[nH]c(C(=O)OC)c1,2.8,0.1,3,11
Cc1nc(NCCNC(=O)c2ccc(S(=O)(=O)N(C)C)cc2)cc(N2CCOCC2)n1,-1.1,-0.2,-7,3
COc1ccc(NC(=O)c2ccc([N+](=O)[O-])cc2)c2ccccc12,0.9,0.0,-6,-1
CCOC(=O)c1c(NC(C)=O)sc2cc(Br)ccc12,2.4,0.1,-3,2
CN(C)S(=O)(=O)c1ccc(Nc2nc3ccccc3n3cnnc23)cc1,-0.7,0.0,3,13
Cc1c(Cc2ccc3c(c2)OCO3)sc(NC(=O)C(C)C)c1C#N,0.8,0.3,9,1
COc1ccc(C(=O)O)cc1S(=O)(=O)N1CCCCC1C (centres undefined),0.9,0.3,17,-3
COc1ccc(S(=O)(=O)N2CCC(C(N)=O)CC2)cc1OC,-0.4,0.5,4,-7
CCC(C)C(=O)N1c2ccc(C)cc2C(=C2SC(C(=O)OC)=C(C(=O)OC)S2)C(=S)C1(C)C (centres undefined),-0.1,-0.1,4,4
Cc1ccc(Cn2c(=O)c3ccccc3n3c(CCC(=O)NCc4ccco4)nnc23)cc1,0.0,0.0,9,7
CCSCCOC(=O)C1=C(C)NC2=C(C(=O)CC(C)(C)C2)C1c1ccc(OCCO)c(OC)c1 (centres undefined),0.2,0.2,4,3
O=C(c1ccc(S(=O)(=O)Cc2ccccc2Cl)c([N+](=O)[O-])c1)N1CCOCC1,-0.2,-0.1,-3,13
O=C(Nc1ccccc1)N1CCN(Cc2nc3ccccc3[nH]2)CC1,-0.4,-0.1,-3,4
Cc1oc2cc(Br)c(OC(=O)c3ccco3)cc2c1C(=O)OC(C)C,0.5,-0.1,-8,-58
CNC(=O)c1ccsc1NC(=O)c1cc2ccccc2cc1OC,2.3,0.2,16,-49
CC(C)(C)OC(=O)N[C@@H](c1ccccc1)c1nc(-c2ccc(-c3ccncc3)cc2)no1,1.3,0.0,-9,3
CCOc1cccc(-c2cn3c(NC(=O)c4ccco4)cnc3cn2)c1,0.4,0.0,1,7
O=[N+]([O-])c1ccc(Oc2ccc(Cl)c3cccnc23)c(Cl)c1,0.7,0.0,0,8
Cc1oc(-c2ccc(Cl)cc2)nc1CSCC(=O)N1CCC2(CC1)OCCO2,0.1,0.1,-9,38*
O=C(CNC1=NCCC1)c1ccccc1,-0.1,-0.1,14,9
O=C(NCCc1nnc2n1CCN(Cc1ccccc1-c1ccco1)CC2)c1cccnc1,-0.3,0.0,9,2
O=C(NNC(=O)c1ccccc1[N+](=O)[O-])c1ccccc1[N+](=O)[O-],-0.9,1.3,2,12
CN(C)CC(O)COc1ccc(CN2CCCCO2)cc1 (centres undefined),-0.7,-0.1,2,0
O=C1CC(N2CCN(Cc3ccccc3)CC2)C(=O)N1c1cc(Cl)cc(Cl)c1 (centres undefined),0.3,0.0,19,8
CC1=C(C(=O)Nc2ccccc2C(F)(F)F)C(c2ccncc2)C2=C(CCCC2=O)N1 (centres undefined),0.0,-0.1,-12,-13
CCOC(=O)C1=C(C(=O)OCC)SC2(S1)C(C(=O)OCC)=C(C(=O)OCC)SC1=C2c2cc(C)ccc2NC1(C)C,-1.8,1.1,16,16
OC(COc1ccc(CN2CCCCO2)cc1)CN1CCCCC1 (centres undefined),-0.4,-0.1,-11,-2
Cc1cc(-c2ccc([N+](=O)[O-])cc2)c(C#N)c(N)n1,2.0,0.0,11,-8
